High-throughput results: PubChem, The Scripps Research Institute Molecular Screening Center
PAFAH1B3 FP inh: blocks human PAF acetylhydrolase 1B catalytic subunit 3 | inhibition, % at 3.39 µM | 0.28% of 340,000 active | Q15102 | recombinant PAFAH1B3, FP-rhodamine probe, fluorescence polarization;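 active means inhibition above the screen-wide average of all tested compounds plus 3 SD, cut at about 25% in these data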;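 further: 0% = enzyme with DMSO only and 100% = wells lacking PAFAH1B3 protein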
Target sequence (Q15102 whole entry, looked up): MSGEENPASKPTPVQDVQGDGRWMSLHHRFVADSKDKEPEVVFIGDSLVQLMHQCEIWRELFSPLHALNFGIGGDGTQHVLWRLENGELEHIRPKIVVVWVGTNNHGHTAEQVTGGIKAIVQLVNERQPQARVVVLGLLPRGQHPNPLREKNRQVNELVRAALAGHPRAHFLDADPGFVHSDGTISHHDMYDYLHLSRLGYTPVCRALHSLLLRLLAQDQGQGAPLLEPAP
PAFAH2 FP inh: PAFAH2 (human) inhibition; Q99487; recombinant PAFAH2, FP-rhodamine activity probe, fluorescence polarization; inhibition, % at 3.39 µM; 0.99% of 340,000 active;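 active means inhibition above the mean over all tested compounds plus 3 SD, cut at about 30% in these data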;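 further: inhibitors block probe labeling of enzyme so polarization drops; 0% = enzyme with DMSO and 100% = wells lacking PAFAH2 protein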
PAFAH1B2 FP inh: inhibitors of human PAFAH1B2. 1.2% of 340,000 active. AID 492953. recombinant PAFAH1B2, FP-rhodamine activity probe, fluorescence polarization. inhibition, % at 3.39 µM;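 active means inhibition above the mean of all tested compounds plus 3 SD, cut at about 24% in these data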;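 further: 0% = enzyme with DMSO and 100% = wells lacking PAFAH1B2; many of its hits are not listed in these tables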
Target sequence (P68402 whole entry, looked up): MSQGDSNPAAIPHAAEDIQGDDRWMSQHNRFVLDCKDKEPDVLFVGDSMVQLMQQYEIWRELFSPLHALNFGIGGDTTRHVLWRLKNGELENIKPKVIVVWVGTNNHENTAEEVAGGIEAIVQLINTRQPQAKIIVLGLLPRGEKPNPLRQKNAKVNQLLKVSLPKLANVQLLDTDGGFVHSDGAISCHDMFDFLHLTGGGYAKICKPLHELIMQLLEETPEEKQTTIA
* = called active by the depositor. An excerpt (hit frequency here may not be typical).

PAFAH1B3 FP inh	PAFAH2 FP inh	PAFAH1B2 FP inh	mol
1	-5	6	CCN(C(=O)COC(=O)c1cc2ccccc2cc1OC)c1c(N)n(Cc2ccccc2)c(=O)[nH]c1=O
7	3	3	CCOC1=C(C#N)CC2(CC1)c1ccccc1-c1ccccc12
8	-2	2	CN(c1ccccc1)c1ncnc2c1ncn2C
5	-2	3	Cc1cccc(NC(=O)CSCC(=O)Nc2ccc(N3CCOCC3)cc2N2CCOCC2)c1
9	8	7	Nc1nc(-c2ccccc2)ns1
-2	-7	-2	CCC(C(=O)OCC(=O)Nc1ccc(SC(F)F)cc1)c1ccccc1 (stereo not drawn)
1	1	3	O=[N+]([O-])c1cccc(C=NN2CCCCCC2)c1
4	-4	-1	CCN1CCC(CN2CCNC2=S)CC1
6	-3	-2	C=C(CCO)C1=CCN(S(=O)(=O)C(C)(C)C)[C@@H]1CCO
9	5	8	Cc1cc(C)c(C(=O)c2cccs2)c(C)c1
5	-7	10	CCN(c1ccccc1)S(=O)(=O)c1ccc(C(=O)NCc2ccccn2)cc1
3	6	-2	Cc1c(C(=O)OCC(=O)N(CC(C)C)c2c(N)n(Cc3ccccc3)c(=O)[nH]c2=O)oc2ccccc12
0	-3	-1	O=[N+]([O-])c1cccc(COc2cccc(CN3CCCC3)c2)c1
-2	2	7	CCCC1CCC(c2ccc(OCC)cc2)=CC1=O (stereo not drawn)
6	-1	0	COc1cccc(CN2CCN(CC#Cc3ccccc3)CC2CCO)c1 (stereo not drawn)
0	0	6	Cc1ccc(-c2cc3nc(-c4ccccc4)cc(N4CCOCC4)n3n2)cc1
0	3	1	C=CCc1c(C)nc2c(-c3ccccc3)cnn2c1N1CCOCC1
5	-3	2	Cn1c(C(=O)NCCCN2CCN(c3ccc(F)cc3)CC2)cc2c(=O)n(C)c3ccccc3c21
1	-6	-3	O=C(O)c1ccccc1/C=N/NC(=O)C1CCCC1
-8	-3	3	CCCCOc1ccc(SCCCN2CCOCC2)cc1
4	2	7	CC(C)c1ccc(S(=O)(=O)Nc2ccc(-n3cnnn3)cc2)cc1
12	0	6	O=C1CC(C(=O)O)NC(=S)N1 (stereo not drawn)
78*	60*	36*	CCCc1nc2c(=O)n(C)c(=O)nc-2n(C)n1
-4	-5	-1	CCOc1ccc(NC(=O)CN(C)C(=O)c2ccncc2)cc1OCC
5	3	8	Cc1cc(S(=O)(=O)N2CCN(c3ccccn3)CC2)ccc1F

(next part)
PAFAH1B3 FP inh	PAFAH2 FP inh	PAFAH1B2 FP inh	mol
-8	4	0	CCC12C(=Nc3c(Cl)cccc31)C[C@@H]1CCN3C(=O)CCC[C@H]2[C@H]13 (stereo partly drawn)
9	-2	5	COc1cccc(CN(C)C(=O)C23CC4CC(CC(NC(C)=O)(C4)C2)C3)c1OC
9	7	5	Cn1c(=O)c2c(nc(OC3CCCC3)n2C)n(C)c1=O
-2	-1	9	COc1ccc(-c2nnc(N)s2)cc1OC
2	13	4	Nc1ccc(S(=O)(=O)NN=CC=Cc2ccccc2[N+](=O)[O-])cc1
1	8	6	CCCC(=O)n1nc(-c2cccnc2)nc1NCc1ccc(OC)cc1
1	1	6	Cc1cc(=O)oc2cc(NC(=O)C(CCCN=C(N)N)NC(=O)OCc3ccccc3)ccc12 (stereo not drawn)
3	0	0	COCCCC1CCN(C(=O)C2CCC(=O)N(Cc3ccccc3F)C2)CC1 (stereo not drawn)
16	11	10	COc1ccc(O)c(CN2CCCC(N3CCc4ccccc4C3)C2)c1 (stereo not drawn)
3	3	10	N#C/C(=C/c1cccn1-c1cccc(C(=O)O)c1)c1ccc(F)cc1
-2	6	4	Cc1cc(C)c(NC(=O)CSCc2c(C)noc2C)c(Cl)c1
14	-5	11	O=C(CCc1ccccc1)Nc1ccccc1OC(=O)c1ccccc1
-2	6	0	COCC1CCN(Cc2c(C(=O)N3CCc4ccccc4C3)nc3ccc(Cl)cn23)C1 (stereo not drawn)
10	4	5	CCN(c1ccc2c(c1)OCO2)S(=O)(=O)c1cc2c(cc1Br)CCN2C(=O)C1CC1
7	1	8	CC(Nc1ccc(S(=O)(=O)N2CCN(C)CC2)cc1[N+](=O)[O-])c1ccccc1 (stereo not drawn)
11	-2	4	COC(=O)c1ccc(Cn2cnc3c(N)ncnc32)cc1
5	5	0	CN1CCC(N(C)C(=O)/C(C#N)=C\c2ccc(OC(F)F)cc2)CC1
6	-11	15	CCCCC(O)(c1ccc(CC)cc1)C(CN1CCOCC1)c1ccccc1 (stereo not drawn)
8	9	5	O=C(Cc1ccc([N+](=O)[O-])cc1)Oc1ccccc1
-1	-6	11	NC(=O)COC(=O)[C@H](Cc1ccccc1)NS(=O)(=O)c1ccc2c(c1)OCCO2
-5	-5	-2	Nc1ccc2c(c1)C(=NO)c1cc([N+](=O)[O-])ccc1-2
1	8	3	COc1ccc(-c2nc(-c3ccncc3)no2)cc1
-3	-6	-2	O=C(CN(c1ccccc1Cl)S(=O)(=O)c1ccccc1)NCc1ccccc1
4	3	7	O=C1OC(CN(Cc2ccccc2)Cc2ccccc2)CN1N=Cc1ccc([N+](=O)[O-])o1 (stereo not drawn)
9	1	4	Cc1ccc(NC(=O)CSc2nnc3ccc(-c4ccncc4)nn23)cc1

Continuation:
PAFAH1B3 FP inh	PAFAH2 FP inh	PAFAH1B2 FP inh	mol
12	1	8	CN(C)C(CNC(=O)c1cc(S(=O)(=O)N2CCOCC2)ccc1Cl)c1cccs1 (stereo not drawn)
6	6	9	O=C1NNC(c2ccccc2)=N/C1=C\c1ccccc1Cl
10	6	-1	C=C(CCO)C1=CCN(S(=O)C(C)(C)C)[C@@H]1CCO (stereo partly drawn)
6	-4	1	CC(C)(C)S(=O)N1Cc2ccc(CO)cc2[C@H]1CCO (stereo partly drawn)
5	7	2	CCc1nc(SCC(=O)Nc2nnc(C(C)C)s2)n[nH]1
0	0	-1	CCOC(=O)C1=C(COC(=O)CNS(=O)(=O)c2c(F)cc(F)cc2Br)NC(=O)NC1C (stereo not drawn)
6	-4	2	CSc1nnc2c3c4c(sc3nc(-n3nc(C)cc3C)n12)COC(C)(C)C4
7	7	3	COc1ccc(Cn2nnnc2C(c2ccccc2Cl)N2CCN(C)CC2)cc1 (stereo not drawn)
5	2	4	O=C(c1c[nH]c(C(=O)N2CCN(c3ccccc3F)CC2)c1)c1cccc(Cl)c1Cl
10	-6	4	C[C@H]1CN(S(=O)C(C)(C)C)[C@H](CCO)/C1=C\CCO (stereo partly drawn)
-1	-2	-2	COC(CNC(=O)c1ccc2c(=O)n(Cc3ccc4c(c3)OCO4)c(=S)[nH]c2c1)OC
9	12	6	O=C(O)c1cc(N/N=C/c2ccc(-c3ccccc3)cc2)ccc1Cl
10	0	-1	Cc1ccc(C2CC(=O)C(C=NCCN3CCN(CC(=O)Nc4cc(C)cc(C)c4)CC3)=C(O)C2)cc1 (stereo not drawn)
6	1	-4	Cc1ccc(S(=O)(=O)N2CCN(C(=O)COC(=O)c3ccc(Cl)c(S(N)(=O)=O)c3)CC2)c(C)c1
5	3	3	Nc1c2c(=O)[nH]c(O)cc2nn1-c1ccccc1
-2	-8	2	COc1cc(C(=O)CCc2ccc3c(c2)OCO3)cc(OC)c1OC
8	16	3	CCOC(=O)c1cnc(Nc2nc3ccccc3o2)nc1CN1CCN(C)CC1
9	2	6	CSc1nc(N)nc2c1ncn2C1OC(CO)CC1O (stereo not drawn)
4	-7	-1	COC(=O)C1=C(C)N=C2SCCC(=O)N2C1c1ccc(OC(=O)c2ccco2)cc1 (stereo not drawn)
10	5	0	COc1cc(C(=O)N=c2sccn2C)c([N+](=O)[O-])cc1OC
4	12	4	NC(=N\N=CCc1ccccc1)/C(N)=N/N=CCc1ccccc1
0	-15	-10	CCOC(=O)c1c(NC(=O)c2ccc(-n3cnnn3)cc2)sc2c1CCCC2
5	-6	3	Cc1ccc(C2/C(=C(\O)c3c(C)nc4c(C)cccn34)C(=O)C(=O)N2CCN(C)C)o1 (stereo not drawn)
5	3	9	O=C(O)c1ccc(NS(=O)(=O)Cc2ccc(Cl)c(Cl)c2)cc1
1	2	4	O=C(/C=C/c1ccc(Cl)cc1)N1CCN(CCN2C(=O)c3cccc4cccc(c34)C2=O)CC1

(continued)
PAFAH1B3 FP inh	PAFAH2 FP inh	PAFAH1B2 FP inh	mol
10	-1	2	COc1cc(S(=O)(=O)NCC2(N3CCCCC3)CCCCC2)ccc1NC(C)=O
12	-6	5	O=CNc1c(Br)cc2c(c1Br)Cc1cc(Br)ccc1-2
2	8	2	Cc1ccc(S(=O)(=O)N2CCN(C(=O)COC(=O)Cc3c(F)cccc3Cl)CC2)c(C)c1
6	7	-2	COC(=O)N/N=C\c1ccc(OC/C=C/c2ccccc2)cc1
4	-3	5	CCCCn1nnnc1NCc1ccc(C)cc1
9	-4	0	Cc1cccc(-c2nnc(-c3ccc4ccccc4c3)o2)c1
6	0	7	CC(=O)Nc1ccc2c(c1)C(=Nc1cccc(C)c1)c1ccccc1-2
4	8	2	C=CCSc1nnc(CSc2nc3sc4c(c3c(=O)[nH]2)CCCC4)n1-c1ccccc1
12	-2	5	Nc1ccccc1C(=O)C[C@H](N)C(=O)O
8	-14	1	CCN(CC(=O)Nc1ccc(NC(C)=O)cc1)C(=O)c1cccc(N2C(=O)c3ccccc3C2=O)c1
10	-5	5	COc1cc(CN2CCC(Cc3ccccc3)CC2)cc(OC)c1OC
4	1	3	CN(CC(=O)Nc1ccccc1C(=O)NC1CC1)Cc1ccccc1F
2	15	2	c1csc(C(c2nnnn2C2CCCCC2)N2CCN(c3nc4ccccc4s3)CC2)c1 (stereo not drawn)

Entries listed so far that have a carbonyl joined to an NH by a bond outside any ring (24):
PAFAH1B3 FP inh	PAFAH2 FP inh	PAFAH1B2 FP inh	mol
5	-2	3	Cc1cccc(NC(=O)CSCC(=O)Nc2ccc(N3CCOCC3)cc2N2CCOCC2)c1
-2	-7	-2	CCC(C(=O)OCC(=O)Nc1ccc(SC(F)F)cc1)c1ccccc1 (stereo not drawn)
5	-7	10	CCN(c1ccccc1)S(=O)(=O)c1ccc(C(=O)NCc2ccccn2)cc1
5	-3	2	Cn1c(C(=O)NCCCN2CCN(c3ccc(F)cc3)CC2)cc2c(=O)n(C)c3ccccc3c21
1	-6	-3	O=C(O)c1ccccc1/C=N/NC(=O)C1CCCC1
-4	-5	-1	CCOc1ccc(NC(=O)CN(C)C(=O)c2ccncc2)cc1OCC
9	-2	5	COc1cccc(CN(C)C(=O)C23CC4CC(CC(NC(C)=O)(C4)C2)C3)c1OC
1	1	6	Cc1cc(=O)oc2cc(NC(=O)C(CCCN=C(N)N)NC(=O)OCc3ccccc3)ccc12 (stereo not drawn)
-2	6	4	Cc1cc(C)c(NC(=O)CSCc2c(C)noc2C)c(Cl)c1
14	-5	11	O=C(CCc1ccccc1)Nc1ccccc1OC(=O)c1ccccc1
-1	-6	11	NC(=O)COC(=O)[C@H](Cc1ccccc1)NS(=O)(=O)c1ccc2c(c1)OCCO2
-3	-6	-2	O=C(CN(c1ccccc1Cl)S(=O)(=O)c1ccccc1)NCc1ccccc1
9	1	4	Cc1ccc(NC(=O)CSc2nnc3ccc(-c4ccncc4)nn23)cc1
12	1	8	CN(C)C(CNC(=O)c1cc(S(=O)(=O)N2CCOCC2)ccc1Cl)c1cccs1 (stereo not drawn)
5	7	2	CCc1nc(SCC(=O)Nc2nnc(C(C)C)s2)n[nH]1
-1	-2	-2	COC(CNC(=O)c1ccc2c(=O)n(Cc3ccc4c(c3)OCO4)c(=S)[nH]c2c1)OC
10	0	-1	Cc1ccc(C2CC(=O)C(C=NCCN3CCN(CC(=O)Nc4cc(C)cc(C)c4)CC3)=C(O)C2)cc1 (stereo not drawn)
0	-15	-10	CCOC(=O)c1c(NC(=O)c2ccc(-n3cnnn3)cc2)sc2c1CCCC2
10	-1	2	COc1cc(S(=O)(=O)NCC2(N3CCCCC3)CCCCC2)ccc1NC(C)=O
12	-6	5	O=CNc1c(Br)cc2c(c1Br)Cc1cc(Br)ccc1-2
6	7	-2	COC(=O)N/N=C\c1ccc(OC/C=C/c2ccccc2)cc1
6	0	7	CC(=O)Nc1ccc2c(c1)C(=Nc1cccc(C)c1)c1ccccc1-2
8	-14	1	CCN(CC(=O)Nc1ccc(NC(C)=O)cc1)C(=O)c1cccc(N2C(=O)c3ccccc3C2=O)c1
4	1	3	CN(CC(=O)Nc1ccccc1C(=O)NC1CC1)Cc1ccccc1F

Three records drawn at random from the list so far:
PAFAH1B3 FP inh	PAFAH2 FP inh	PAFAH1B2 FP inh	mol
4	8	2	C=CCSc1nnc(CSc2nc3sc4c(c3c(=O)[nH]2)CCCC4)n1-c1ccccc1
6	0	7	CC(=O)Nc1ccc2c(c1)C(=Nc1cccc(C)c1)c1ccccc1-2
12	-2	5	Nc1ccccc1C(=O)C[C@H](N)C(=O)O
